Pf apPOL inh: Pf-apPOL DNA polymerase inhibition | 210,000 tested, 0.25% active | Recombinant Pf-apPOL, molecular beacon fluorescence, 1.5 h | inhibition, % at 10 µM | AID 1794808
mHTT-CaM PPI inh: inhibitors of human mutant huntingtin-calmodulin interaction | P42858 | AID 1671202 | inhibition, % at 15 µM | AlphaScreen His-mHTT/GST-CaM binding, luminescence | 190,000 tested, 3.6% active;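 note: 0% = both proteins with DMSO and 100% = one protein alone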
Target sequence (P42858 whole entry, looked up, stated change not applied): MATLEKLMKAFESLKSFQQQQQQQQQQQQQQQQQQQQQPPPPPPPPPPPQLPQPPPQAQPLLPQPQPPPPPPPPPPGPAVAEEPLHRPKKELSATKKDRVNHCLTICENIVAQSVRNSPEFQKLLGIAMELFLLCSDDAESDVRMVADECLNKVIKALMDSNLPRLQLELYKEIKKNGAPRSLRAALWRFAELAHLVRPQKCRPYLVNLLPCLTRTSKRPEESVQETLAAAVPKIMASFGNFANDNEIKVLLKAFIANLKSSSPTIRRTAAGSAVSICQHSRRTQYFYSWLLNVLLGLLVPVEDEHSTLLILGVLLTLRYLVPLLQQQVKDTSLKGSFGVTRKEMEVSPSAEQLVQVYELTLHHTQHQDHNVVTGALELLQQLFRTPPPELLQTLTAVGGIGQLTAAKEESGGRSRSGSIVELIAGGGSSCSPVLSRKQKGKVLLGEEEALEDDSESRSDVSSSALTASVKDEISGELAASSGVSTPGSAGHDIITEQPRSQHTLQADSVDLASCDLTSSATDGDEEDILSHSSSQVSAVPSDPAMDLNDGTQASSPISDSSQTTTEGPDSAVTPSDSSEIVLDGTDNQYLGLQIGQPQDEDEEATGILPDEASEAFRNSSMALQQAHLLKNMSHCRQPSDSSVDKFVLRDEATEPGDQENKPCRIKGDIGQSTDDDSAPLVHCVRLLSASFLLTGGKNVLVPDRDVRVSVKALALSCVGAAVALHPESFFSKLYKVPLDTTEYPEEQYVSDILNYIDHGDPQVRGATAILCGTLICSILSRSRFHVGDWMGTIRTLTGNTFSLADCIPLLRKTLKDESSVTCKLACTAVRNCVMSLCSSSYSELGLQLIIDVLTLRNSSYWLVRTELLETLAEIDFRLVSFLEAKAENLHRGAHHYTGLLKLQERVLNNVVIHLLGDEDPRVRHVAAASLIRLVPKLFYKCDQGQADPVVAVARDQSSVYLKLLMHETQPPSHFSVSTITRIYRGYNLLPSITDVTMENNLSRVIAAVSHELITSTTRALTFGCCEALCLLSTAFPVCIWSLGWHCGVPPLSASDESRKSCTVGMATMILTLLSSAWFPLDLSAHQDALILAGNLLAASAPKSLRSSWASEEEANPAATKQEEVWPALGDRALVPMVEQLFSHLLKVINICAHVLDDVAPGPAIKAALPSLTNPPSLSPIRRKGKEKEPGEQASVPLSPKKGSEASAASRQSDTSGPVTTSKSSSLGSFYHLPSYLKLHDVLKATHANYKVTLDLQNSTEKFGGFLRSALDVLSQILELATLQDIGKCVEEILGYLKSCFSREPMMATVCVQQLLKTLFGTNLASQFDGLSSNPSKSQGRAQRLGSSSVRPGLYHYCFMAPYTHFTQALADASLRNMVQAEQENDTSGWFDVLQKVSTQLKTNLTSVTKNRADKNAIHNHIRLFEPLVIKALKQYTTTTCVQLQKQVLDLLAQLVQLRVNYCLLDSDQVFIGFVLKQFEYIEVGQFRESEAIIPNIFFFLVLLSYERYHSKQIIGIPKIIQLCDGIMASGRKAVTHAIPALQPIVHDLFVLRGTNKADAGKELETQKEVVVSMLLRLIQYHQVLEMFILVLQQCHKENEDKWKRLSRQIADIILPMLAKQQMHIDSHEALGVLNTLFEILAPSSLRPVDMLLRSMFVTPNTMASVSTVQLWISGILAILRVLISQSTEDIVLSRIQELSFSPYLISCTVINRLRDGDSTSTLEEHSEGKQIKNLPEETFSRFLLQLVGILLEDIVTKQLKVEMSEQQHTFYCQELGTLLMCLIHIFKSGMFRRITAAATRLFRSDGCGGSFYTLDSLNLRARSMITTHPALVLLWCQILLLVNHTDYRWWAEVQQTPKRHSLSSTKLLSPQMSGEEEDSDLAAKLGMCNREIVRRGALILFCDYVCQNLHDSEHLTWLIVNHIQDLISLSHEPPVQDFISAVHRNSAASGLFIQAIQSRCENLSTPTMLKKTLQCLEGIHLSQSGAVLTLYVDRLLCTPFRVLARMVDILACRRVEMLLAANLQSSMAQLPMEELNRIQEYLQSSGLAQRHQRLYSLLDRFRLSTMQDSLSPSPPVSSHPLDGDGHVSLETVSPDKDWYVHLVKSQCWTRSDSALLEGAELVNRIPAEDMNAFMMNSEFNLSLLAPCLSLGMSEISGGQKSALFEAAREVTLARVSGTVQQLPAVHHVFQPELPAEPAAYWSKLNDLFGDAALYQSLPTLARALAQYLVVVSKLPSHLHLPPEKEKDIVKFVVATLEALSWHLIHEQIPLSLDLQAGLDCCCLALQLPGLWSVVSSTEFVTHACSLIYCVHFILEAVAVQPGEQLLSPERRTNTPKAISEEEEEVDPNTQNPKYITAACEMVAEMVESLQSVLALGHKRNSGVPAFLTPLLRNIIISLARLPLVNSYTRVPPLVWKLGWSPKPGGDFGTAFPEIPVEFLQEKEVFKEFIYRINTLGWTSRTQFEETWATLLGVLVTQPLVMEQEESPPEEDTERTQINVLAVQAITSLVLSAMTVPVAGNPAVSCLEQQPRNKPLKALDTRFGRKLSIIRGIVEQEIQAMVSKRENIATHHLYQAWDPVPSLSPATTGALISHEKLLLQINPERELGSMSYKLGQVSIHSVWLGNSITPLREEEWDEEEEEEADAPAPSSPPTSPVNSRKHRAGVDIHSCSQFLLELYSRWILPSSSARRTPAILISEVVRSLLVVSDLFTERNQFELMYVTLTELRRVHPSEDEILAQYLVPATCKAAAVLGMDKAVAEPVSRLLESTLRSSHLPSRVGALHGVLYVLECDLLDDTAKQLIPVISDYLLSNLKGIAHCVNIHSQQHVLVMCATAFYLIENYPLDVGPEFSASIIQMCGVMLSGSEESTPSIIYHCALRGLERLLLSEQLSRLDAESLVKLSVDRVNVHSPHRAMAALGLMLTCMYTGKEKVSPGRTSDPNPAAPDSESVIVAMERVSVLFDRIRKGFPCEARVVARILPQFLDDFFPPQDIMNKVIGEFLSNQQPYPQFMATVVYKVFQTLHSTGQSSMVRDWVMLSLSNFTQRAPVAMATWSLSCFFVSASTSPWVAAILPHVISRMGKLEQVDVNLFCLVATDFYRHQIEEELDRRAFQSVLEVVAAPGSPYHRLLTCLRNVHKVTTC
* marks the source's active call; other numbers are inactive results; · = no result given; & = joins results of further samples. Cut-off read from the data, not from the text of the source: active = inhibition above about 50%; inactive = the rest.

Values in the order – Pf apPOL inh, mHTT-CaM PPI inh
CN(C(=O)c1c[nH]c2ccc(S(=O)(=O)N3CCOCC3)cc2c1=O)C1CCCCC1
 : -6, -3
O=C1OC(Nc2ccc(S(=O)(=O)Nc3nccs3)cc2)c2ccccc21 (stereo not drawn)
 : -13, 0
CCOc1ccc(-c2nc3s/c(=C\c4cccs4)c(=O)n3n2)cc1
 : 2, -1
COc1ccc(S(=O)(=O)N(C)CC2(C)CCOCC2)cc1Cl
 : -3, -11
CC1=CCC2(CO)COC(c3ccccc3O)C1C2 (stereo not drawn)
 : -5&-12, -1&-2
Cc1nccn1CCOc1ccc(Cl)cc1
 : 2, -1
Cc1ccc2[nH]cc(CCN3CC(C(=O)Nc4cccc(Cl)c4)CC3=O)c2c1 (stereo not drawn)
 : -2, 47
CS(=O)CSc1nc2c(cc1C#N)CCCC2 (stereo not drawn)
 : 0, -2
COc1cccc(C=C2Oc3c(CN(C)C)c(O)c(CN(C)C)c(C)c3C2=O)c1OC
 : -9, 15
O=C(NCc1ccccn1)C1CCN(c2ccc(Br)cc2F)C1=O (stereo not drawn)
 : -13, 20
CC1=C(C(=O)Nc2c(C)cccc2C)C2(CCCCC2)OC1=O
 : 2, -6
Cn1nc(-c2nc(Cc3ccccc3)no2)c2c1CCN(C(=O)c1ccc(Cl)s1)C2
 : -3, -7
O=C1CN(c2nc(-c3ccc(Cl)cc3)cs2)CCN1
 : -4, 2
COc1ccc(NC(=O)COc2ccc(Cl)cc2Cl)cc1Cl
 : 4, -10
COc1ccc(Cl)cc1C(=O)N1CCN(c2ccccc2F)CC1
 : -11, -1
O=C(Nc1ccccc1C(=O)Nc1ccc(Cl)cc1Cl)c1ccco1
 : 1, -1
O=C1OC(c2ccc(Cl)c([N+](=O)[O-])c2)=N/C1=C\c1ccc(F)cc1
 : -2, -2
NNC(=O)Cn1nnc(-c2ccccc2Cl)n1
 : 8, 8
Cc1ccc(CN2C(=O)c3cccnc3C2=O)cc1
 : -2, 13
C=Cc1ccc(Cn2cc(S(=O)(=O)N3CCCCC3)ccc2=O)cc1
 : -1, -6
Nc1cc(=O)[nH]c(SCC(=O)Nc2ccc(Cl)cn2)n1
 : 3, -1
CCN(CC)C(=NS(=O)(=O)c1cc(C)ccc1C)c1ccccc1
 : 3, 6
CCOc1cccc2sc(NC(=O)c3ccccc3Br)nc12
 : -1, -18
Cc1ccc(C)c(NCc2ccncc2)c1
 : 3, 2
COCc1noc(C2CCCCN2CC(=O)Nc2nccs2)n1 (stereo not drawn)
 : -2, 4
O=C(NCC(O)c1cccs1)C1(c2ccc(F)cc2)CC1 (stereo not drawn)
 : -6, -12
Cc1cc(NS(=O)(=O)c2ccc(NC(=O)c3ccc(Br)o3)cc2)nc(C)n1
 : -13, 3
Cc1[nH]c(C(=O)N2CCC(CC(=O)NCCCOC(C)C)CC2)c(C)c1C
 : -2, 11
CC(=O)N1CCN(c2cc(Oc3ccc(Cl)cc3F)ncn2)CC1
 : -10, 1
CCc1ccc(C2CC(c3ccc(OC)c(OC)c3OC)n3ncnc3N2)cc1 (stereo not drawn)
 : -9, 47

Compound profiles, from the list above. Screens in order: Pf apPOL inh	mHTT-CaM PPI inh
CCN(CC)C(=NS(=O)(=O)c1cc(C)ccc1C)c1ccccc1 as listed: 3	6
COCc1noc(C2CCCCN2CC(=O)Nc2nccs2)n1 (stereo not drawn) as listed: -2	4
NNC(=O)Cn1nnc(-c2ccccc2Cl)n1 as listed: 8	8

Back to the main list with the six entries that preceded the break.
Values in the order – Pf apPOL inh, mHTT-CaM PPI inh
COCc1noc(C2CCCCN2CC(=O)Nc2nccs2)n1 (stereo not drawn)
 : -2, 4
O=C(NCC(O)c1cccs1)C1(c2ccc(F)cc2)CC1 (stereo not drawn)
 : -6, -12
Cc1cc(NS(=O)(=O)c2ccc(NC(=O)c3ccc(Br)o3)cc2)nc(C)n1
 : -13, 3
Cc1[nH]c(C(=O)N2CCC(CC(=O)NCCCOC(C)C)CC2)c(C)c1C
 : -2, 11
CC(=O)N1CCN(c2cc(Oc3ccc(Cl)cc3F)ncn2)CC1
 : -10, 1
CCc1ccc(C2CC(c3ccc(OC)c(OC)c3OC)n3ncnc3N2)cc1 (stereo not drawn)
 : -9, 47
COc1cccc(NC(=O)c2csc3c2CCCC3)c1
 : -6, -39
Cc1ccc2c(c1)N(c1ccccc1Br)C=C(C#N)S2(=O)=O
 : 4, -3
S=C(NC1CCCCC1)c1ccc2c(c1)OCO2
 : -8, 0
O=C(CCSc1ccc(Cl)cc1)Nc1nnc(COc2ccccc2)o1
 : -34, -2
Cc1ccc(NC(=O)c2ccc3c(c2)OCO3)c(Br)c1
 : 1, -12
O=C(Cn1cnc(-c2cccs2)cc1=O)NCc1ccccc1OC(F)(F)F
 : -9, -13
O=C(c1sc2ccccc2c1Cl)N1CCN(c2ccc([N+](=O)[O-])cc2Cl)CC1
 : -3, 3
C[C@H]1CC2C3CCC4=CC(=O)C=C[C@]4(C)[C@@]3(Cl)[C@@H](O)C[C@]2(C)[C@@]1(O)C(=O)CO (stereo partly drawn)
 : -6, ·
CCn1c(SCC(=O)Nc2ccc(Br)cc2)nnc1-c1cccs1
 : 0, 2
CN(C)Cc1c(O)ccc2c1OC(=Cc1ccc(Br)cc1)C2=O
 : -66, 24
CC(C)C(=O)Nc1ccc(Cl)cc1[N+](=O)[O-]
 : -5, 4
Cn1cc(Br)c(=O)n(C)c1=O
 : -12, ·
CC(C)(C)C(=O)N1CCOC(c2ccccc2)C1 (stereo not drawn)
 : -5, -11
COc1ccc(C(C)=O)c(NC(C)=O)c1
 : -3, ·
Cc1ccccc1C(=O)NC1CC2CCC1C2 (stereo not drawn)
 : -4, -9

Five entries drawn at random from the list so far, as already listed:
Values in the order – Pf apPOL inh, mHTT-CaM PPI inh
O=C(c1sc2ccccc2c1Cl)N1CCN(c2ccc([N+](=O)[O-])cc2Cl)CC1
 : -3, 3
Cc1ccc(NC(=O)c2ccc3c(c2)OCO3)c(Br)c1
 : 1, -12
O=C(Cn1cnc(-c2cccs2)cc1=O)NCc1ccccc1OC(F)(F)F
 : -9, -13
O=C(CCSc1ccc(Cl)cc1)Nc1nnc(COc2ccccc2)o1
 : -34, -2
CCn1c(SCC(=O)Nc2ccc(Br)cc2)nnc1-c1cccs1
 : 0, 2

Continuation:
Values in the order – Pf apPOL inh, mHTT-CaM PPI inh
COc1cccc(CCC(=O)N2CC3CC(NS(C)(=O)=O)C2C3)c1 (stereo not drawn)
 : -7, -2
C=CCNc1nc(Nc2ccc(I)cc2C)nc(OCC)n1
 : 0, -6
O=C1Nc2c(ccc(Cl)c2Cl)C12OCCCO2
 : ·, 5
CCn1c(C2CCN(C(=O)c3cccc(F)c3)C2)nc2cccnc21 (stereo not drawn)
 : -6, -1
O=C(CC(NC(=O)C(F)(F)F)c1ccccc1)Nc1nnc(CCc2ccccc2)s1 (stereo not drawn)
 : 4, 0
CCOc1ccc(Oc2coc3cc(O)ccc3c2=O)cc1
 : -2, 1
COC(=O)c1cccc(NC(=S)NC(=O)c2csc([N+](=O)[O-])c2)c1
 : 23&8, ·
C=CCNC(=O)Nc1nc2ccc(SC)cc2s1
 : -6, -7
COc1ccccc1C(NC(C)=O)c1cc([N+](=O)[O-])c2cccnc2c1O (stereo not drawn)
 : -6, 100*
CCc1c(C)[nH]c2ccc(C(=O)O)cc2c1=O
 : -4, 2
CN1CCN(CCOCCOc2c(Cl)cc(Cl)cc2Cl)CC1
 : -3, -4
CCn1nccc1C(=O)N1CCCC1c1ccc(OC)cc1 (stereo not drawn)
 : -10, -3
O=C(OCc1cc(-c2ccccc2)on1)c1ccccc1S(=O)(=O)C(F)F
 : 0, -42
N#C/C(=C\c1cccs1)c1nc(-c2ccc3c(c2)OCO3)cs1
 : -2, -4
COc1ccc(C2C(C#N)=C(N)N(c3cccc(C(F)(F)F)c3)C3=C2C(=O)CCC3)cc1 (stereo not drawn)
 : -1, 36

2 of these compounds in another layout:
> CN(C(=O)c1c[nH]c2ccc(S(=O)(=O)N3CCOCC3)cc2c1=O)C1CCCCC1
  Pf apPOL inh: -6; mHTT-CaM PPI inh: -3

> COc1cccc(CCC(=O)N2CC3CC(NS(C)(=O)=O)C2C3)c1 (stereo not drawn)
  Pf apPOL inh: -7; mHTT-CaM PPI inh: -2

Continued.
Values in the order – Pf apPOL inh, mHTT-CaM PPI inh
CCCc1ccc(O)c(N=Cc2cc([N+](=O)[O-])cc(OC)c2O)c1
 : 0, 13
CC(=O)Nc1ccc(SCC(=O)Nc2cccc(C(F)(F)F)c2)nn1
 : -1, -18
COc1ccc(N=Cc2cc(Br)cc(Br)c2O)c(OC)c1
 : -22, 14
O=C(Nc1cccc(F)c1)C1CCCN(C(=O)c2ccccc2F)C1 (stereo not drawn)
 : -8, 30

Compound activity from PubChem BioAssay.
